Xi reactivation: reactivates the inactive X chromosome in mouse fibroblasts | AID 743238 | activation, % at 7.58 µM | 0.055% of 360,000 active | XiGFP mouse fibroblasts, % GFP-positive cells imaging, 3 d; cells co-treated with 5-aza-dC sensitizer; scaled so ellipticine positive control = 100%;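 active = mean normalized replicate activation at least 10% and every replicate at or above 10%; inconclusive = only one of the two criteria met; inactive = mean below 10% and not all replicates reach 10%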;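 note: 0% = median of on-plate neutral control wells and 100% = ellipticine 6 µM median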
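System: 68-5-11 XiGFP fibroblast line | Buffer or medium: DMEM containing 5-aza-dC | Compound: Single point | Times: Compounds 3 days, fix/stain 15 min at room temperature | Benchmarks: Positive control ellipticine, 6 µM final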
PAX8 inh HTS: PAX8 transcriptional activity inhibition; 1.2% of 360,000 active; RMG-I TPO-luciferase reporter, SteadyGlo, 24 h; inhibition, % at 12.6 µM;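 active = mean replicate inhibition at least 60% with every replicate also reaching 60%; inconclusive = only one of the two criteria is met; inactive = mean below 60% and not all replicates reaching 60%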;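 note: luciferase light reporting Pax8 driven TPO promoter activity; plate controls were median of neutral control wells for no effect and mitoxantrone controls for full effect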
F508del corr: CFTR F508del correction in bronchial cells; activity (quench increase), % at 7.58 µM; 0.36% of 350,000 active; CFBE cells, YFP halide quenching; stimulated with forskolin plus potentiator P3; % fluorescence drop versus neutral controls;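 active = mean added fluorescence quench of at least 8% versus neutral control, with both replicates also reaching 8%; inconclusive = only one of the mean or replicate conditions met; inactive = mean below 8% and not both replicates reaching 8%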;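 note: cells transiently co-express mutant CFTR-F508del with the halide-sensitive YFP; corrector assay measuring rescue of mutant channel to the surface after 24 h compound exposure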
DENV2 CPE rescue: DENV2-induced cell death inhibition; DENV2-infected cells, cytopathic effect rescue, plate reader; CPE inhibition, % at 9.99 µM; 1.7% of 350,000 active; AID 651640; in the data active = CPE inhibition above about 20%, passing the limit was not always enough; inconclusive = no clear call, values can overlap the other calls; tested in BHK-21 cells;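 note: 0% = median of neutral control wells and 100% = median of positive control wells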
ERp5 inh: blocks human ERp5 reductase activity on insulin; inhibition, % at 9.99 µM; ERp5 insulin aggregation, absorbance 650 nm, 90 min; Q15084; 0.05% of 350,000 active;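 active = mean replicate inhibition above about 25%, with every replicate also reaching it, limit read from the data, passing the limit was not always enough; inconclusive = only one of those two criteria met; inactive = neither criterion met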
Target sequence (Q15084 whole entry, looked up): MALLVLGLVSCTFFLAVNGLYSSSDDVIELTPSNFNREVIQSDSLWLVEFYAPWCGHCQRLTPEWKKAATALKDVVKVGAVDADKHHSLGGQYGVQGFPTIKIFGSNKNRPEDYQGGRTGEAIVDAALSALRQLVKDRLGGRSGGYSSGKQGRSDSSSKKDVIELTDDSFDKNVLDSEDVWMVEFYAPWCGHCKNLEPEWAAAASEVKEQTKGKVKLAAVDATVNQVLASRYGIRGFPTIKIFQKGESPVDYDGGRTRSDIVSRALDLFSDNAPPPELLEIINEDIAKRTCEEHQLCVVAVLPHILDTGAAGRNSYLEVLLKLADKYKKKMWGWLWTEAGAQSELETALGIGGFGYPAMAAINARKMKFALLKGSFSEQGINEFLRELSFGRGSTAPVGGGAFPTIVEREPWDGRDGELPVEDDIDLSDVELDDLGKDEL
EWS-Fli block: inhibitors of EWS/Fli oncoprotein transcriptional activity; inhibition, % at 12.6 µM; 0.67% of 350,000 active; A673 NR0B1-luciferase reporter, viability-normalised; AID 651661;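 active = mean inhibition of at least 50% after viability correction, with every replicate also passing that limit; inconclusive = mean reaches 50% but only one of two replicates passes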;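 note: firefly luciferase signal divided by Alamar Blue viability fluorescence both relative to DMSO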
ARNT TACC3 PPI: disruptors of human ARNT/TACC3 interaction. AlphaScreen His-ARNT PAS-B/GST-TACC3 binding, luminescence; TACC3 fragment carries E629A point mutation. inhibition, % at 9.99 µM. Q9Y6A5. 0.66% of 390,000 active. AID 623870;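 active = mean inhibition of replicates at least 50% and at least half of replicates each reaching 50%; inconclusive = half or more replicates reach 50% but mean below 50%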;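 note: 0% = complete ARNT plus TACC3 wells and 100% = ARNT alone without TACC3; many hits fall short of the cut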
INS-1E GSIS act: primary screen for activators of insulin secretion dependent on glucose, INS-1E cells, GLuc reporter luminescence; activation, % at 16.6 µM; INS-1E GLuc reporter insulin secretion, 2-3 h; 0.61% of 370,000 active; AID 743287;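 active = lowest replicate activation of at least 40%, so every replicate reaches that level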;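 note: 0% = median of neutral control wells and 100% = median of IBMX positive control wells; some compounds called inactive have numbers as strong as hits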
Starred values were filed as active, the others as inactive; ? = inconclusive; / = not tested or not shown; & = joins results of further samples.

SMILES	Xi reactivation	PAX8 inh HTS	F508del corr	DENV2 CPE rescue	ERp5 inh	EWS-Fli block	ARNT TACC3 PPI	INS-1E GSIS act
CCCCOC(=O)c1cc(=O)[nH]c2ccc(C)cc12	0.1	0	-8.5	12	-1	2	1	1
O=C(C1=C[C@@H](c2ccc(Br)cc2)C[C@@H](OCCCCO)O1)N1CCN(Cc2ccc3c(c2)OCO3)CC1	0.0	11	-1.0	-1	5	-8	-11	-23
Cc1cccc(CC2S/C(=N/N=C/c3ccco3)NC2=O)c1 (stereo not drawn)	0.0	38	1.2	-4	5	6	-1	-1
CSc1cc(-c2ccncc2)nc(-c2ccc(Cl)cc2)c1	0.1	3	-3.3	-1	2	1	17	21
OC(c1ccc(F)cc1)C(CN1CCOCC1)c1ccccc1 (stereo not drawn)	0.3	6	1.4	-3	2	1	-9	1
O=C(CN1CCOCC1)N[C@H]1CC[C@@H](CCn2cc(C3CC3)nn2)O[C@H]1CO	0.4	-13	4.2	5	3	1	1	-1
CC(=O)C1=CCC(c2ccccc2)N(S(=O)(=O)c2ccccc2C)C1 (stereo not drawn)	0.1&-0.2	2&10	-2.0&0.6	0&2	-3&0	1&2	/	-6&-3
CC(=O)Nc1ccc(NS(=O)(=O)c2cc(Cl)sc2Cl)cc1	0.0	-14	-1.0	-4	-2	9	2	1
C[C@@H]1CN([C@H](C)CO)C(=O)c2cc(NS(=O)(=O)c3ccc(F)cc3)ccc2O[C@@H]1CN(C)CC1CCCCC1	0.1	3	-0.5	17	0	-1	0	5
CO[C@@H]1CN(C)C(=O)c2cc(NC(=O)C3CC3)ccc2OC[C@@H](C)N(C(=O)Nc2ccc(C(F)(F)F)cc2)C[C@H]1C	0.0	13	1.4	-6	4	4	16	-32
O=C1CCN(C(=S)NCCc2ccccc2)CC1	0.0	-13	-4.7	6	4	-6	0	8
Cc1csc(=Nc2ccccc2)n1C	0.3	-8	/	-4	-8	-4	/	12
CC(=O)c1sc(NC(=O)c2ccc(C(C)(C)C)cc2)nc1C	0.2	-58	4.9	0	-1	-31	0	-1
COc1cccc(CCC(=O)N2CCC(n3nccc3NC(=O)C3CCOC3)CC2)c1 (stereo not drawn)	0.0	11	-1.4	-1	-5	-2	-1	14
COc1ccc(-n2c(C)cc(/C=N/Nc3nnc(C)n3N)c2C)cc1	0.4	-12	/	/	/	/	32	-14
C=C(C)Cn1c(N2CCN(CC)CC2)nc2c1c(=O)[nH]c(=O)n2C	0.3	-2	-0.3	-5	5	-4	-9	17
COC(=O)c1ccsc1NC(=O)CCS(=O)(=O)c1ccc(Cl)cc1	0.2	83*	1.6	-5	-1	-10	-3	8
COC(=O)c1ccc(/C=C/c2nc3ccccc3c(=O)[nH]2)cc1	0.3	9	-0.5	2	3	10	-8	-4
O=C(C[C@@H]1CC[C@H]2[C@@H](COC[C@@H](O)CN2Cc2cccc(F)c2)O1)NCc1ccncc1	0.1	5	-2.1	11	-6	0	-2	11
Cn1nc(C(=O)N2CCC(C(N)=O)CC2)c2c1-c1ccccc1SC2	0.2	-12	5.2	25*	3	-8	-2	18
CCCCCCCCn1c2c(c(=N)c3c1CCC3)CCCC2	-0.1	97*	4.8	1	-5	56*	-3	-49
CCCNC(=O)C[C@@H]1CC[C@@H]2[C@H](COc3ccc(NC(=O)c4ccc(OC)cc4)cc3C(=O)N2C)O1	0.3	3	-2.7	0	/	-2	/	-7
Cc1cccc(NC(=O)CN2CCN(C(=O)c3cnn(Cc4ccccc4)c3)CC2)c1C	0.0	8	-2.2	-4	-14	4	9	3
C[C@H](CO)N1C[C@H](C)[C@@H](CN(C)S(=O)(=O)c2ccc(Cl)cc2)Oc2ccc(NC(=O)C3CCCCC3)cc2C1=O	-0.3	8	1.0	-5	-7	0	-1	-19
O=C(Nc1ccc(F)cc1)Nc1ccc2c(c1)OCO2	0.0	-192	1.5	-1	1	/	/	-4
CCCCc1c(O)nc(SCC(=O)c2ccccc2)n(-c2ccccc2)c1=O	0.0	-3	0.6	0	6	5	-11	7
COc1ccc(N2CCN(C(=O)c3ccc(CS(=O)c4cccc(Cl)c4)o3)CC2)cc1 (stereo not drawn)	0.3	25	0.4	7	-1	-6	/	-26
Cc1ccccc1-c1ccc2c(c1)O[C@H](CN(C)C(=O)Nc1ccc(F)cc1)[C@H](C)CN([C@H](C)CO)S2(=O)=O	0.6	21	-0.5	-10	0	3	-8	-15
Cc1cc(C)nc(-n2nc(C)cc2NC(=O)CN2CCCC2)n1	0.0	22	-2.3	5	-1	5	-2	-1
Cc1ccc(CNC(=O)CCC2CCCN(Cc3cccc4ncccc34)C2)o1 (stereo not drawn)	0.0	8	2.6	1	4	2	5	-1
COc1ccc(NC(=O)Nc2ccc3c(c2)CC(=O)N([C@H](C)CO)C[C@@H](C)[C@@H](CN(C)C(=O)NC(C)C)O3)cc1	-0.8	-20	0.6	-5	-6	-2	-9	8
COc1ccc(CCN2C(=O)C=CC2=O)cc1OC	0.0	95*	0.4	11	2	25	-6	205*
Cc1noc(C)c1S(=O)(=O)Nc1ccc2c(c1)C(=O)N([C@@H](C)CO)C[C@H](C)[C@H](CN(C)Cc1ccc(Cl)c(Cl)c1)OCCCC[C@@H](C)O2	0.1	48	-1.6	-1	-4	6	0	7
COc1cc(C=CC(=O)c2ccccc2)cc(OC)c1OC	0.5	22	-4.7	?	0	-4	/	-28
COc1ccc(S(=O)(=O)N(C)c2ccc(C(=O)NCc3ccco3)cc2)cc1OC	0.2	1	-1.3	3	7	-2	-2	40
CN1CCN(C(=O)c2ccccc2[N+](=O)[O-])CC1	0.0	1	0.4	0	1	8	30	3
O=C(Cc1c(Cl)cccc1Cl)OCC(=O)N1CCc2ccccc2C1	-0.6	-8	/	2	0	-14	1	/
COc1ccc(S(=O)(=O)Cc2ccc(C(=O)NCc3cccnc3)o2)cc1	0.2	20	-2.5	5	2	-2	-11	-5
Cn1cc(S(=O)(=O)N2CCCC2)cc1C(=O)Nc1cccc(C(F)(F)F)c1	0.0	8	-2.8	1	2	6	3	-3
CC(Oc1cccc(Cl)c1)C(=O)Nc1ccc(S(=O)(=O)N(C)C2CCN(C)CC2)cc1 (stereo not drawn)	0.2	13	3.6	2	-9	17	4	7
OC[C@@H]1[C@H](c2ccc(-c3ccccc3)cc2)[C@H]2CN(CCC(F)(F)F)CCCCN12	0.0	-6	-0.6	-3	2	-5	7	-14
COc1ccc(NC(=O)N(C)C[C@H]2Oc3c(NS(=O)(=O)c4ccc(F)cc4)cccc3C(=O)N([C@H](C)CO)C[C@@H]2C)cc1	0.5&-0.2	-4&-5	0.4&1.5	-2&-2	1&3	3&1	-7	-6&-18
CCOc1ncccc1C(=O)OC(C)C(=O)Nc1ccc(N2CCOCC2)cc1 (stereo not drawn)	-0.1	-15	1.5	3	-4	-7	1	-13
c1ccc(-c2csc3ncnc(NCc4ccccn4)c23)cc1	0.1	30	0.1	-3	4	7	20	/
Cc1cc(/C=C2/C(=O)N(C)C(=S)N2C)c(C)n1C1CC1	0.1	-10	-3.9	-1	7	-88	/	-5
Cn1c(-c2ccc(C(F)(F)F)cc2)cc2onc(-c3ccccc3)c2c1=O	0.0	-187	0.0	-11	-3	-145	-1	-3
CC(C)(C(=O)O)n1cncn1	0.0	-9	-0.3	-3	-1	2	-8	11
C[C@H](CO)N1C[C@H](C)[C@@H](CN(C)Cc2ccc(-c3ccccc3)cc2)Oc2ccc(NC(=O)Cc3cn(C)c4ccccc34)cc2CC1=O	-0.1	/	-0.8	-6	-1	17	/	-43
COc1cc(CCC(=O)Oc2ccc(C(C)=O)cc2)cc(OC)c1OC	0.2	32	2.0	-3	1	-6	5	18
O=C(CN(c1cccc(Cl)c1)S(=O)(=O)c1ccc(Cl)cc1)N1CCc2ccccc2C1	0.3	13	/	/	/	/	1	-25
(listing goes on)
SMILES	Xi reactivation	PAX8 inh HTS	F508del corr	DENV2 CPE rescue	ERp5 inh	EWS-Fli block	ARNT TACC3 PPI	INS-1E GSIS act
O=C(O)/C=C/C(=O)NCCc1cccc(Cl)c1	0.0	7	4.6	1	4	0	5	0
O=C1CC(N2CCN(c3ccccc3)CC2)C(=O)N1c1cccc(Br)c1 (stereo not drawn)	0.0	9	-2.2	3	1	12	-3	1
COc1ccc(C(=O)/C=C/C(=O)N(CC(=O)NC2CCCCC2)Cc2ccccc2OC)c(O)c1	0.3	3	-4.8	/	-7	?	-11	-5
COC(=O)c1[nH]c2ccccc2c1NC(=O)c1ccccc1[N+](=O)[O-]	0.3	-5	/	/	/	/	-8	25
COc1ccccc1N1CCN(CCN(C(=O)c2ccc(F)cc2)c2ccccn2)CC1	0.1	-12	3.7	-5	-9	5	-4	/
COc1ccc(NC(=O)CSc2nnc(-c3ccncc3)o2)c(OC)c1	-0.1	-5	-1.7	-6	7	-3	-15	-1
O=C(CSc1nnc(Cc2cc(=O)[nH]c(=O)[nH]2)n1-c1ccccc1)N1CCCCC1	0.3	26	1.1	-12	-1	6	/	10
O=C(NCC1CCCO1)c1cc([N+](=O)[O-])ccc1Cl (stereo not drawn)	0.0	4	1.4	-1	0	-8	-5	3
CC(C)NC(=O)N(C)C[C@@H]1Oc2c(NC(=O)Nc3cccc4ccccc34)cccc2C(=O)N([C@H](C)CO)C[C@@H]1C	0.0	27	1.2	6	-1	3	5	-11
CCCCCC(=O)NNC1CC(=O)N(c2cccc(OCC)c2)C1=O (stereo not drawn)	0.0	-27	1.7	12	4	11	-7	/
CN(C(=O)CSc1nnc(-c2ccccc2F)o1)c1ccccc1	0.0	-51	-2.9	-5	1	10	-5	18
COCCNC(=O)[C@H]1[C@H](CO)[C@H]2Cn3c(cccc3=O)[C@@H]1N2Cc1cccc(Cl)c1	0.3	/	/	13	0	-4	4	0
COc1cccc(CC(=O)NC2CCCN(Cc3ccccc3F)C2)c1 (stereo not drawn)	0.0	-10	1.0	-4	-1	3	6	3
C/C=C/c1ccc2c(c1)O[C@@H](CN(C)C(=O)Cc1ccccc1)[C@@H](C)CN([C@@H](C)CO)S2(=O)=O	-1.0	/	4.9	8	-2	7	-6	3
Cc1cccc(N2CCN(C(=O)COc3ccc4ccc(=O)oc4c3)CC2)c1C	0.0	2	-3.6	3	0	-1	-1	-5
COc1ccc(-c2cc([C@H]3[C@H]4C=CC[C@@H](C)[C@@H]4C(=O)N3Cc3ccccc3)ccc2F)cc1	-0.1	-31	4.0	-1	2	-1	1	-17
CO[C@@H](CN(C)C(=O)c1ccc2c(c1)OCO2)[C@@H](C)CN([C@@H](C)CO)S(=O)(=O)c1ccccc1	0.0	/	0.9	2	4	-5	-10	8
CCOC(=O)c1c(NC(=O)c2ccc(S(=O)(=O)N(C)CC3CCCO3)cc2)sc2c1CC(C)(C)NC2(C)C (stereo not drawn)	-0.1	/	0.6	13	2	6	1	6
CC(C)NC(=O)N1CCCCN2[C@@H](CO)[C@H](c3ccc(C#C[C@@H](C)O)cc3)[C@@H]2C1	0.0	-7	1.4	14	1	-3	1	-2
Cc1ccc(S(=O)(=O)Nc2ccc(Cl)cn2)cc1C	0.1	-4	-1.4	4	-1	5	-3	11

Three of the entries above in order of the INS-1E GSIS act value, smallest number first:
| SMILES | INS-1E GSIS act |
| --- | --- |
| C/C=C/c1ccc2c(c1)O[C@@H](CN(C)C(=O)Cc1ccccc1)[C@@H](C)CN([C@@H](C)CO)S2(=O)=O | 3 |
| CCOC(=O)c1c(NC(=O)c2ccc(S(=O)(=O)N(C)CC3CCCO3)cc2)sc2c1CC(C)(C)NC2(C)C (stereo not drawn) | 6 |
| Cc1ccc(S(=O)(=O)Nc2ccc(Cl)cn2)cc1C | 11 |
